Source: PubChem (several laboratories)
RT RNaseH block – inhibitors of HIV-1 reverse transcriptase RNase H; RT-RNase H RNA/DNA duplex cleavage, fluorescence; P04585; 1.9% of 65,000 active; inhibition, % at 10 µM; in the data active = inhibition above about 50%
RmlC RmlD mix – mixture blocks RmlC and RmlD coupled enzyme activity; inhibition, % at 5.5 µM; 0.39% of 110,000 active; RmlC/RmlD coupled enzyme inhibition, 384-well mixture HTS; in the data active = inhibition above about 30%, passing the limit was not always enough; inconclusive = no clear call, values can overlap the other calls; also: strong numbers were not always called active
Numbers without * were called inactive; i = inactive; ? = inconclusive; nt = not tested or not shown; + = active, no number; & = joins results of further samples.

SMILES	RT RNaseH block	RmlC RmlD mix
CCOc1ccccc1C(=O)N1CCC(n2nnc3cc(C)ccc32)CC1	0.5	-18.4
COC(=O)C1=C(C)N(CC2CC2)C(=O)N[C@H]1c1ccccc1	nt	5.4
Oc1ccc(CC2CC3CCN2CC3)cc1O (centres undefined)	8.4	0.3
Cc1ccc(CCN2CC(C(=O)NCCCN3CCOCC3)CC2=O)cc1 (centres undefined)	-9.7	5.5
COc1ccc(-c2[nH]c(-c3ccccc3)nc2SCC(=O)NCc2ccco2)cc1OC	nt	19.3
COc1ccc2nc(NC(=O)C3CCN(S(=O)(=O)c4cnc[nH]4)CC3)sc2c1	-14.6	0.9
CCCC(C(=O)NC1CCCC1)N(CCCN1CCOCC1)C(=O)c1snc(C(N)=O)c1N (centres undefined)	-26.8	8.6
Cc1c(C(O)CN2CCN(Cc3ccc4c(c3)OCO4)CC2)c2ccccc2n1C (centres undefined)	0.9	8.3
CCN(C(=O)CCc1nc(-c2ccc(OC)cc2)no1)c1cc(OC)ccc1OC	-66.2	19.3
COc1cc(-c2nc(S(=O)(=O)c3ccc(Cl)cc3)c(N3CCOCC3)o2)cc(OC)c1OC	8.0	-4.4
CN(C)CCCNCCNC(=O)/C=N\O	nt	-9.1
CCC(=O)N1CCc2cc(S(=O)(=O)NC(C(=O)NCc3ccc(C)cc3)C(C)C)ccc21 (centres undefined)	17.9	8.3
O=C(CC1(O)C(=O)Nc2ccccc21)c1ccc2c(c1)OCO2 (centres undefined)	1.1	-10.4
OCC1CCCN(C(=S)NCCc2ccccc2)C1 (centres undefined)	nt	-96.8
CN(C)CCNC(=O)c1ccc(Cl)s1	1.6	-14.3
COc1ccc(N2Cc3cccc(C(=O)O)c3C2=O)cc1	-4.4	9.9
O=C(NCc1ccc(Cl)cc1)C1CCCN(S(=O)(=O)c2cnc[nH]2)C1 (centres undefined)	2.3	2.5
CC(C)(C)N=C1NC(=NC(C)(C)C)c2ccccc21	-3.7	7.5
Cc1ccc(-c2nnn(CC(=O)N(CC3CCCO3)C(C(=O)NCC3CCCO3)c3ccc(F)cc3)n2)o1 (centres undefined)	nt	-24.9
CCOC(=O)N1CCN(C(=O)C2CCN(C(=O)c3cc4sccc4n3CC)CC2)CC1	1.7	-2.8
Cc1ccc2c(CSc3nnc(N)s3)cc(=O)oc2c1	nt	-11.6
COC(=O)C1CC(c2c(OC)cc(OC)cc2OC)=NO1 (centres undefined)	nt	3.2
Cn1c(CCNC(=O)c2ccc(Cl)c(Cl)c2)nnc1SCc1ccc(Cl)c(Cl)c1	nt	34.4
O=C(COC(=O)CCc1nc2ccccc2s1)Nc1cccc(S(=O)(=O)N2CCOCC2)c1	nt	5.6
CCCSc1cc(=O)n(-c2ccccc2)nc1C(=O)OCC	nt	-12.0

Three compounds from above, ordered by SMILES length, descending.
SMILES	RT RNaseH block	RmlC RmlD mix
CCOC(=O)N1CCN(C(=O)C2CCN(C(=O)c3cc4sccc4n3CC)CC2)CC1	1.7	-2.8
Cc1c(C(O)CN2CCN(Cc3ccc4c(c3)OCO4)CC2)c2ccccc2n1C (centres undefined)	0.9	8.3
CN(C)CCCNCCNC(=O)/C=N\O	nt	-9.1

An excerpt of these results, with values under each structure.
Order of values: RT RNaseH block | RmlC RmlD mix
COc1ccc(N2Cc3cccc(C(=O)O)c3C2=O)cc1
  -4.4 | 9.9
COc1ccc2nc(NC(=O)C3CCN(S(=O)(=O)c4cnc[nH]4)CC3)sc2c1
  -14.6 | 0.9
Cn1c(CCNC(=O)c2ccc(Cl)c(Cl)c2)nnc1SCc1ccc(Cl)c(Cl)c1
  nt | 34.4

Next part:
SMILES	RT RNaseH block	RmlC RmlD mix
C=CCNC(=O)c1ccc(-c2nc(-c3ccc(Cl)c(Cl)c3)cs2)cc1	nt	22.9
Cc1nn(Cc2ccccc2)c2sc(C(=O)N3CCN(Cc4ccc5c(c4)OCO5)CC3)cc12	-26.2	-4.8
COC(=O)c1sccc1NC(=O)c1sccc1C	nt	-1.1
O=C(CN1CCN(C2CCCCC2)CC1)NCCC1=CCCCC1	6.0	-5.9
CC(C)c1ccc(N=c2c([N+](=O)[O-])nn(-c3ccc4c(c3)OCCO4)n2O)cc1	nt	5.6
COC(C[C@H](O)C[C@H](O)[C@@H](C)OCc1ccccc1)OC	nt	1.7
CCO[C@H]1OC(C(N)=O)=C[C@@H](c2ccc(Br)cc2)[C@@H]1CCCO	nt	-9.9
CCOC(=O)C(C#N)(Cc1cc(OC)cc(OC)c1)Cc1cc(OC)cc(OC)c1	nt	-13.3
O=c1[nH]c(-c2cccnc2)nc2ccccc12	-3.8	7.5
Cc1ccc(-c2nn(CCC(=O)O)cc2CCC(=O)O)cc1	nt	-5.7
C=CCNc1nc(SC)nc2ccsc12	nt	3.7
C=CCN1C(=O)/C(=C2/Sc3ccccc3N2C)SC1=Nc1ccccc1C	nt	-7.3
COC(=O)CN(C#N)c1nc(SC)nc(N(C)C)n1	-40.2	11.0
CN(C)C(=O)CN1C(=O)C2CC=C(Cl)CC2C1=O (centres undefined)	-10.5	nt
COc1ccc(CCn2c(O)c(C=NCCCn3ccnc3)c(=O)[nH]c2=O)cc1OC	nt	-29.8
Cc1nc2nc[nH]n2c(=O)c1CCC(C)C	-3.2	i
CC1Cn2c(nc3c2c(=O)[nH]c(=O)n3C)O1 (centres undefined)	-6.5	-3.2
O=C(CN1NS(=O)(=O)c2ccccc2C1=O)Nc1ccccc1OC(F)F	nt	-12.8
COC(=O)c1nn(-c2ccccc2)c(=O)cc1Oc1ccccc1	nt	-23.2
Cc1cc(C)c(S(=O)(=O)/N=C2\C=CC(=O)C(Cl)=C2)c(C)c1	nt	-4.3
Clc1cc(Cl)c2nc(N3CCCC3)sc2c1	-11.9	-5.1
Cc1cc(OCc2nc(-c3ccc(NC(=O)c4cccnc4)cc3)no2)ccc1Cl	nt	23.1
Cc1ccc(S(=O)(=O)NCCCCCC(N)=O)cc1	nt	-6.5
O=C(Nc1ccc(O)cc1)c1cc2n(n1)C(C(F)(F)F)CC(c1ccco1)N2 (centres undefined)	-1.2	11.3
Cc1ccccc1CNc1ccc(C(CC(N)=O)NC(=O)c2ccc(Br)cc2)cc1[N+](=O)[O-] (centres undefined)	nt	-12.6

Some of the entries above in a different format:
SMILES | RT RNaseH block | RmlC RmlD mix
Cc1nc2nc[nH]n2c(=O)c1CCC(C)C | -3.2 | i
CC1Cn2c(nc3c2c(=O)[nH]c(=O)n3C)O1 (centres undefined) | -6.5 | -3.2
O=C(CN1NS(=O)(=O)c2ccccc2C1=O)Nc1ccccc1OC(F)F | nt | -12.8
COC(=O)c1nn(-c2ccccc2)c(=O)cc1Oc1ccccc1 | nt | -23.2

Next compounds follow:
SMILES	RT RNaseH block	RmlC RmlD mix
CCNS(=O)(=O)c1ccc(NC(=O)Nc2cccc(OC)c2)cc1	-10.9	-10.7
CCOC(=O)c1c(C)[nH]c(NC(=O)N2CCOCC2)c1C	0.7	7.6
Cc1cc(C)nc(N2CCCC(C(=O)NC3CCCC3)C2)n1 (centres undefined)	-2.4	8.2
O=C(NCCC1=CCCCC1)c1ccc(Br)o1	-22.0	4.3
O=C(CCCOc1ccc(Cl)cc1Cl)Nc1ccncc1	nt	-7.2
Cc1ccc(C(=O)Nc2sc3c(c2C#N)CCCCC3)cc1C	nt	1.9
COC(=O)Cc1c(C)c2ccc(OC(=O)c3ccco3)cc2oc1=O	-16.6	+
COc1cccc(CNC(=O)CCCNS(=O)(=O)c2cccs2)c1	-18.8	-14.4
O=C(Nc1ccccc1)C1=C[C@H](C2CCCCC2)C[C@H](OCc2ccc(CO)cc2)O1	nt	5.7
Cc1ccc2nc(N3CCN(C)CC3)[nH]c2c1	-3.3	0.5
CCCC(=O)NCCSC	-4.9	-11.0
COCCNC(=O)COc1cc(=O)n(C)c2ccccc12	-12.3	?
c1ccc(SCc2nc3ccccc3[nH]2)nc1	-16.6	-10.0
COCCCNc1nc(SCc2ccccc2)nc2sc3c(c12)CCC3	nt	-76.9
Cc1nn(C)cc1/C=N\NC(=O)c1ccc2c(c1)c(C)c(C)n2Cc1ccccc1	nt	-58.2
Cc1c(C#N)c(NC(=O)c2ccccc2)n(Cc2ccccc2)c1C	nt	7.8
CCOc1ccccc1N1CCN(C/C=C/c2ccc(N(C)C)cc2)CC1	nt	16.2
CC1CCCC(C)N1CCCNC(=O)c1cc2c(=O)n(C)c3ccccc3c2n1C (centres undefined)	-12.5	7.4
CCNC(=O)O/N=C(\C)c1sc(-c2ccc(Cl)cc2)nc1C	nt	21.6
CCOC(=O)c1sc2c(c1C)C(c1cccs1)C1=C(CCCC1=O)N2 (centres undefined)	-6.5	-2.5
COc1cccc(N2CCN(c3ncnc4c3cnn4-c3ccc(C)cc3C)CC2)c1	-7.9	-1.1
COCCn1c(C)cc(C(=O)CN2C(=O)NC3(CCCCCCC3)C2=O)c1C	-1.8	-7.7
N#CCO/N=C(\c1ccccc1)c1ccncc1	nt	-5.3
COc1cccc(OCCSc2nnc3sc4ccccc4n23)c1	-62.1	-0.5
COc1ccc(N2CCN(S(=O)(=O)c3ccc(C(=O)NC4CCCC4)cc3)CC2)cc1	15.9	8.4

Later entries.
SMILES	RT RNaseH block	RmlC RmlD mix
COc1ccccc1N1CCN(C(=O)c2cnn3cccnc23)CC1	-2.4	6.7
CCCCC(=O)Nc1ccc(C(=O)NNC(=O)c2ccco2)cc1	nt	2.7
COC(=O)c1cc(CN2CCN(c3ccccc3C)CC2)ccc1O	nt	-12.1
CC(=O)Nc1nc(C)nc(-c2ccccc2)c1C(C)=O	-15.9	19.8
CSc1cccc(NC(=O)c2ccc(Cl)nc2)c1	nt	-5.4
COc1cc(C)c(S(=O)(=O)NC2CC(C)(C)NC(C)(C)C2)cc1C	-14.3	-1.6
COc1ccc(C)cc1S(=O)(=O)N(C)CC(N)=O	-14.2	-1.1
Cc1cc(NC(=O)Cc2cccs2)nn1CC(=O)NCc1ccco1	-4.5	-11.4
O=C1CCCN1CCC1CCN(C(=S)Nc2ccc(F)cc2)CC1	nt	-13.2
O=C(NN=C1CCCCCCC1)C(=O)NC1CCCCC1	nt	-15.1
Cc1nc2ccccn2c1C(=O)N/N=C/c1cc(C)n(-c2ccc(Cl)cc2)c1C	nt	-9.9
COCCN1C(=O)c2ccccc2C(C(=O)N2CCN(c3ccccn3)CC2)C1c1ccc(F)cc1 (centres undefined)	nt	7.0
CCn1c(SCC(=O)c2ccccc2)nc2c(c1=O)SC(C)C2 (centres undefined)	-46.7	-9.4
Cc1ccc(NC(=O)CSCC(=O)O)c(C)c1	2.1	8.1
COCCOC(=O)C1=C(N)OC2=C(C(=O)CCC2)C1c1cccnc1 (centres undefined)	0.0	4.1
O=C(Cn1nnc(-c2ccc(Cl)cc2)n1)NC1CCN(Cc2ccccc2)CC1	6.5	-10.4
COc1ccc(/C=N/n2c(SC)nnc(C(C)(C)C)c2=O)cc1	nt	17.9
O=C(CSCC(=O)N1CCN(c2ccccc2)CC1)Nc1nc(-c2ccc(Cl)s2)cs1	nt	10.2
COc1cccc2cc(C(=O)N(C)C3CCN(C)CC3)c(=O)oc12	-3.5	nt
Cc1ccc(S(=O)(=O)NCc2n[nH]c(=S)n2C)cc1	nt	-1.7
Cc1ccc(N=Cc2cc(C)n(C3CCCC3)c2C)cc1	nt	11.0
O=C(CN1C(=O)c2ccccc2C1=O)NCc1ccccn1	-9.1	nt
O=C(Nc1ccc(F)cc1)c1cc(S(=O)(=O)N2CCCCC2)cs1	4.4	9.3
CCOC(=O)Cc1csc(NC(=O)CN(C)S(=O)(=O)c2ccc3c(c2)CCC(=O)N3)n1	-3.7	-7.9
COc1ccccc1CN1C(=O)c2ccncc2C1=O	7.6	-7.0

New compounds follow.
SMILES	RT RNaseH block	RmlC RmlD mix
Cc1c(N2C(=O)/C(=C/c3ccccc3)SC2=S)c(=O)n(-c2ccccc2)n1C	nt	-6.3
COc1cccc(NC(=O)c2ccncc2)c1	-1.0	-0.7
COc1cc(-c2cn(S(=O)(=O)c3cccc4nsnc34)nc2N)cc(OC)c1OC	nt	9.5
Cc1cc(C(=O)OCC(=O)N2CC(C)CC(C)C2)c(C)o1 (centres undefined)	-17.1	4.8
O=C(NCCc1ccccc1)c1ccc(Br)o1	-12.7	-6.9
N/C(Cc1ccc(Cl)cc1)=N\OC(=O)c1ccc2ccccc2c1	nt	1.9
Cc1c(C(=O)C(C)C)n(C)c2ccccc12	nt	-4.5
O=C(NCc1ccc2c(c1)OCO2)c1c(F)c(F)c(F)c(F)c1F	-3.8	2.8
O=C1CC(N2CCN(c3cccc(C(F)(F)F)c3)CC2)C(=O)N1c1ccccc1 (centres undefined)	12.4	-8.7
O=C(C1CC1)N1CCc2cc(S(=O)(=O)NCC3COc4ccccc4O3)ccc21 (centres undefined)	-7.6	nt
NC(=O)CC(NC(=O)Cc1cccc2ccccc12)c1ccc(NCc2ccc(F)cc2)c([N+](=O)[O-])c1 (centres undefined)	nt	4.7
Cc1nc2sc(C(c3cccc(F)c3)N3CC(C)OC(C)C3)c(O)n2n1 (centres undefined)	-15.1	nt
Cn1nc(CC(=O)NC2CCCCC2)c2ccccc2c1=O	nt	8.2
COc1ccc2c3c1O[C@H]1C[C@@H](O)C=C[C@@]31CCN(C)C2	nt	-12.9
CCN1CCN(c2ccc([N+](=O)[O-])cc2C(=O)c2ccc(Cl)cc2)CC1	nt	25.0
Cc1sc(NC(=O)CN2CCN(c3ccccn3)CC2)c(C#N)c1C	0.8	1.1
CCOC(=O)c1c(NC(=S)Nc2ccc(F)cc2)sc2c1CCC2	nt	5.7
Cc1ccc(C)c(NC2=NC3(CCCCC3)N=C(N)N2)c1	-0.9&-10.2	-13.6
COc1ccccc1Oc1ccc2c(c1)C(=O)N(c1cccc(O)c1)C2=O	-1.5	-1.4
N#CCCSc1nc(N2CCOCC2)c2c(c1C#N)CCCC2	0.1	-32.4
CN(Cc1nnc(SCC(=O)NCCc2ccccc2)n1C)S(=O)(=O)c1ccccc1	-7.0	-11.8
COc1ccccc1N(CC(=O)NCc1cccnc1)S(C)(=O)=O	-3.6	19.3
CC(C)CCNC(=O)c1ccc(C2SCC(=O)N2Cc2ccco2)cc1 (centres undefined)	nt	-11.4
Cc1cc(C(=O)OC(C)C(=O)Nc2nc(-c3ccccc3)cs2)c(C)o1 (centres undefined)	nt	9.5

Only part of the results is shown; rates above refer to the full screens.
